EPAC1 agonist – activates human EPAC1 exchange factor. O95398. EPAC1 agonist qHTS, biochemical assay; response scale: 100% = response to 6.5 mM cAMP. Potency, µM (doses to about 154 µM), inactives show at the top dose activation, usual class: activators. 360,000 compounds, 0.073% hits; also: nearly all actives have a fitted effect of over 60% in size
Target sequence (O95398 whole entry, looked up): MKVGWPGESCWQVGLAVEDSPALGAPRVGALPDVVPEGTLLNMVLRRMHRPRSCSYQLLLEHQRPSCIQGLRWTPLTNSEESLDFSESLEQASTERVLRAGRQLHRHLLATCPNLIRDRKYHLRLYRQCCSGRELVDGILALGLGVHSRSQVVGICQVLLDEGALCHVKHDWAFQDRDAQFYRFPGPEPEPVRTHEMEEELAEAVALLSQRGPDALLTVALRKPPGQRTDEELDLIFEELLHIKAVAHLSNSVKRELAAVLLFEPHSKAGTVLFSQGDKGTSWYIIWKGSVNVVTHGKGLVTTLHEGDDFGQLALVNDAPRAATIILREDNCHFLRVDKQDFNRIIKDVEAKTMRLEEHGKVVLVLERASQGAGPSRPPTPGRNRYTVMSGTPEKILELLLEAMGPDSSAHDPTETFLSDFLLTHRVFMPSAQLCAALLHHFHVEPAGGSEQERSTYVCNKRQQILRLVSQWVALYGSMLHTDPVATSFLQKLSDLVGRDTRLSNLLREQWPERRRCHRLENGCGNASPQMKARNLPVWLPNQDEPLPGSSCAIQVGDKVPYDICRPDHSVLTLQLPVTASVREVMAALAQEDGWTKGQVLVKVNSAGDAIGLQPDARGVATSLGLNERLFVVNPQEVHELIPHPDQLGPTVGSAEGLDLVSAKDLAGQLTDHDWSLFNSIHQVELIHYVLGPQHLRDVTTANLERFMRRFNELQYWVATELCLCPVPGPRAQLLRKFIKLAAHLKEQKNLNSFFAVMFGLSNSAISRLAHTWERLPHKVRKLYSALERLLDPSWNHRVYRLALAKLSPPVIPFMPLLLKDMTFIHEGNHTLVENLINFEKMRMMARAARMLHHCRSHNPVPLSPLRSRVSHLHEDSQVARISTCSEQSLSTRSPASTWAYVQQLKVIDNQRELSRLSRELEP
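Read-out is the fluorescence drop as BODIPY-GDP leaves Rap1B (480 nm excitation, 540 nm emission), recorded every 5 minutes over 30 minutes. Reactions held 100 nM EPAC1, 250 nM Rap1B–BODIPY-GDP and 50 uM GDP, with 6.5 mM cAMP setting full activation.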
TDP43 rescue – rescues yeast growth from TDP-43 toxicity; Potency, µM (highest dose often 46.1 µM), without a hit: at the highest dose growth rescue (activation), usual class: activators; TDP-43 expressing yeast growth rescue, BacTiter-Glo, 24 h; AID 652104; 410,000 compounds, 1.8% hits; also: % of control where 0% means no effect; nearly all actives have a fitted effect of over 50% in size
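In this qHTS, compounds that restore growth of yeast expressing TDP-43 appear as activators. Cells (OD600=0.02, galactose medium, raffinose-pregrown) are incubated with compound 24 hr at 30 deg C and growth is quantified by BacTiter-Glo.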
EPAC1 antag – antagonists of human EPAC1; 360,000 compounds, 0.14% hits; AID 720709; EPAC1 GEF assay, Rap1b-BODIPY-GDP exchange fluorescence; Potency, µM (doses to about 115 µM), for inactives: at the top dose activity change, negative = inhibition, actives largely listed as inhibitors; O95398;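 also: plate controls were vehicle for no effect and positive control for full effect; nearly all actives have a fitted effect of over 50% in size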
PTHR1 agonist – PTHR1 (human) receptor agonism; Potency, µM (top dose mostly 115 µM), for the others: top-dose activation, most hits filed as activators; Q03431; 410,000 compounds, 0.075% hits; AID 743266; HEK293 GP2 PTHR1 cells, GloSensor cAMP luminescence, 1 h; also: nearly all actives have a fitted effect of over 55% in size; some results filed as inactive show a strong effect at the top dose; inactives centre near -15; many of its hits are not listed in these tables
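HEK-293-derived GP2 cells expressing PTHR1 and a GloSensor cAMP reporter, 3,000/well, plated overnight, given luciferin plus IBMX (each 0.5 mM as added) for 1 h at 37 °C, then compound for 1 h at 37 °C. Luminescence was read after 15 min at room temperature.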
EPAC2 agonist – activates human EPAC2 exchange factor | Q8WZA2 | EPAC2 activation, biochemical qHTS; response scale: 100% = 6.5 mM cAMP response | Potency, µM (doses to about 154 µM), for inactives: top-dose activation, usual class: activators | 360,000 compounds, 0.079% hits | AID 720711; also: nearly all actives have a fitted effect of over 50% in size
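Readout is BODIPY fluorescence (480 nm excitation, 540 nm emission), which falls as labeled GDP is exchanged off Rap1B. EPAC2 at 100 nM acted on 250 nM RAP1B-BODIPY-GDP with 50 uM GDP present.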
FUS suppressor – FUS proteinopathy suppression in yeast. 390,000 compounds, 0.24% hits. Potency, µM (top dose mostly 76.6 µM), inactives show at the highest dose growth rescue (activation), hits mostly activators. AID 1347120. S. cerevisiae FUS-expressing, growth rescue, OD600, 24 h;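 also: plate controls were DMSO vehicle for no effect and reference control for full effect; nearly all actives have a fitted effect of over 55% in size; some results filed as inactive show a strong effect at the top dose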
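Yeast expressing FUS under galactose induction, OD 0.005 in 2% galactose medium; compounds in a dilution series, 24 h at 30C. Growth rescue by absorbance at 600 nm; CP55940 positive control, DMSO negative.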
aSyn yeast inh – inhibitors of alpha-synuclein toxicity in yeast; Yeast expressing alpha-synuclein, growth rescue, BacTiter-Glo, 24 h; 370,000 compounds, 0.14% hits; Potency, µM (highest dose often 46.1 µM), without a hit: at the highest dose growth rescue (activation), actives largely listed as activators; also: % of control where 0% means no effect; nearly all actives have a fitted effect of over 65% in size
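Screening used galactose-induced yeast with toxic alpha-synuclein levels, exposed to compound for 24 hr at 30 deg C. Cell growth, read with BacTiter-Glo luminescence, gave the measured signal.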
EPAC2 antagonist – blocks human EPAC2 exchange factor; Q8WZA2; EPAC2 GEF exchange of Rap1B-BODIPY-GDP, fluorescence; Potency, µM (highest dose often 114 µM), inactives show at the highest dose activity, negative = inhibition, most hits filed as inhibitors; 360,000 compounds, 0.18% hits; AID 720708; also: % is scaled to controls: 0 for no effect and ±100 for the full control effect; nearly all actives have a fitted effect of over 45% in size; many of its hits are not listed in these tables
Active calls of the source: *; i = inactive; ? = inconclusive; / = no result given; & = joins results of further samples; [ ] = remark or other dose. Calls follow the shape of the dose curve; as a rule, active = well fitted curve in the direction sought with a large enough effect; inconclusive = small, poorly fitted or top-dose-only effect, or another doubt; inactive = no such curve, though single readings can be large; an effect the other way counts as inactive or inconclusive. Potency is read from the fitted curve at half-maximal effect. An excerpt, so the mix of outcomes need not match the whole.

nr | smiles | EPAC2 agonist | FUS suppressor | TDP43 rescue | aSyn yeast inh | PTHR1 agonist | EPAC1 agonist | EPAC1 antag | EPAC2 antagonist
1 | CN(Cc1ccccc1)C(=O)c1ccc(NC(=O)Cc2ccc(NC(=O)C3CCCN(C(=O)C4CCC4)C3)cc2)cc1 (centres undefined) | 3.4% | ? | 17.5% | 1.4% | -24.1% | 2.0% | -12.4% | 2.5%
2 | Cc1ccc(OCC(=O)Nc2nnn(C)n2)c(C)c1 | 3.2% | -6.0% | 15.2% | 7.1% | -0.8% | 14.0% | 0.0% | 6.1%
3 | Cc1c(Cl)cnc(NC(=O)COC(=O)c2nn(C)c(=O)c3ccccc23)c1Cl | -2.8% | -7.0% | 29.4% | 13.1% | i | 5.1% | 11.6% | 1.9%
4 | COc1ccc(N2C(=O)c3ccccc3NC2c2ccc(OC)c(CN3CCOCC3)c2)cc1 (centres undefined) | 4.3% | 2.7% | -5.0% | 0.1% | i | -9.0% | 2.4% | 3.1%
5 | COc1ccc(NC(=O)C2CC(=O)OC23CCCCC3)cc1 (centres undefined) | -3.6% | 17.6% | 6.6% | -3.0% | i | 12.1% | -9.6% | 5.3%
6 | O=C(NCC(c1cccs1)N1CCOCC1)c1cc(Cl)ccc1[N+](=O)[O-] (centres undefined) | -2.3% | 18.9% | 0.0% | -2.4% | i | -3.2% | 3.4% | -0.9%
7 | CCOc1ccc(-n2c(SCc3nc(-c4ccc(C)cc4)no3)nnc2-c2ccncc2)cc1 | 6.9% | ? | ? | 18.4% | -0.4% | 18.4% | -21.3% | -20.5%
8 | CCOC(=O)C1CCCN(C(=O)c2cc3c(OC)c(OC)c(OC)cc3[nH]2)C1 (centres undefined) | 3.0% | 3.6% | 5.3% | -6.4% | ? | -0.5% | -10.5% | 2.2%
9 | COc1cc(OC)cc(C(=O)Nc2cccc(-c3ccc(N4CCOCC4)nn3)c2)c1 | -10.8% | 9.7% | -2.2% | 2.9% | -7.0% | 5.0% | -23.7% | -2.8%
10 | Cc1ccc(C(=O)OCC(=O)N2CCCc3ccccc32)cc1C | 10.4% | 21.3% | 22.8% | 3.9% | -44.6%[inhibitor] | 9.0% | -11.0% | -6.5%
11 | CCOC(=O)N1CCc2c(sc3c2c(=O)n(Cc2ccccc2)c(=O)n3Cc2ccc(C)cc2)C1 | 11.7% | 7.9%&25.5% | 7.4%&21.1% | -2.2% | i | 2.7% | -23.0% | 2.2%
12 | Cc1oc(-c2ccc(C(=O)N(C)Cc3ccccc3)cc2)nc1CN1CCc2ccccc21 | / | 20µM* | 26.0% | -0.8% | -16.9% | / | / | /
13 | COc1ccc(NC(=O)CSc2nc3ccncc3[nH]2)c(OC)c1 | 5.6% | -11.0%&-2.6% | 4.7%&9.1% | 1.9% | -15.4%&-25.8% | 2.4% | -4.8% | 18.3%
14 | Cn1c(=O)c2[nH]c(N=NNc3ccccc3F)nc2n(C)c1=O | 0.9% | 10.5% | -13.9% | 0.7% | i | 0.9% | 4.1% | 1.5%
15 | Cc1ccc(NCC2(N=Cc3ccccc3)OC(CO)C(O)C2O)cc1 (centres undefined) | 28.0% | 7.6% | 4.2% | -6.5% | -24.9% | 4.3% | 5.5% | 10.1%
16 | CCC(C)NC(=O)CSc1ccc(Cl)cc1 (centres undefined) | 5.6% | 6.4% | -12.4% | -4.3% | i | 2.4% | 2.6% | 6.1%
17 | CC1CCCN(C(=O)COC(=O)CNS(=O)(=O)c2ccc3ccccc3c2)C1 (centres undefined) | 9.3% | 11.1% | -1.1% | -2.0% | i | -10.1% | -16.7% | -5.8%
18 | CCCOc1ccc(N2C(=O)CC(NCC(=O)OCC)C2=O)cc1 (centres undefined) | 7.9% | -2.2% | -13.8% | -0.5% | -13.1% | 4.7% | -0.6% | 2.5%
19 | O=C1CC(c2ccc3c(c2)OCO3)CN1 (centres undefined) | -1.0% | 13.4% | 0.4% | 0.4% | i | 0.9% | 15.7% | 0.1%
20 | C/C(=N\NC(=O)OC(C)(C)C)c1cccc([N+](=O)[O-])c1 | 4.7% | / | 0.5% | -3.5% | i | -5.8% | 2.2% | 12.8%
21 | NC12CC3CC(C1)CC(O)(C3)C2 | 5.0% | 26.6% | -19.7% | 2.8% | i | -0.8% | 3.8% | 16.6%
22 | Cn1nnnc1SCc1ccccc1[N+](=O)[O-] | -0.9% | 14.0% | 13.7% | -8.7% | -9.0%[57.5 µM] | -12.0% | 21.3% | 9.8%
23 | CCOC(=O)C1(CCCc2ccccc2)CCN(C(=O)CSC)CC1 | 2.3% | 33.6% | -1.4% | 10.7% | -17.6% | -2.5% | -14.8% | -4.2%
24 | O=C(CCn1c(=O)oc2ccccc21)NCCCN1CCCC1=O | 4.3% | -17.5% | 3.6% | -6.5% | -20.1% | 8.5% | -3.3% | -5.3%
25 | Cc1cc(NS(=O)(=O)c2ccc(Nc3nc(-c4ccc(C)c(C)c4)cs3)cc2)no1 | 22.9% | / | -3.7% | -6.4% | -21.8% | 29.1% | ? | -27.9%

3 entries out of the list, arranged by SMILES length, descending.
nr | smiles | EPAC2 agonist | FUS suppressor | TDP43 rescue | aSyn yeast inh | PTHR1 agonist | EPAC1 agonist | EPAC1 antag | EPAC2 antagonist
9 | COc1cc(OC)cc(C(=O)Nc2cccc(-c3ccc(N4CCOCC4)nn3)c2)c1 | -10.8% | 9.7% | -2.2% | 2.9% | -7.0% | 5.0% | -23.7% | -2.8%
10 | Cc1ccc(C(=O)OCC(=O)N2CCCc3ccccc32)cc1C | 10.4% | 21.3% | 22.8% | 3.9% | -44.6%[inhibitor] | 9.0% | -11.0% | -6.5%
16 | CCC(C)NC(=O)CSc1ccc(Cl)cc1 (centres undefined) | 5.6% | 6.4% | -12.4% | -4.3% | i | 2.4% | 2.6% | 6.1%

Other entries follow:
nr | smiles | EPAC2 agonist | FUS suppressor | TDP43 rescue | aSyn yeast inh | PTHR1 agonist | EPAC1 agonist | EPAC1 antag | EPAC2 antagonist
26 | O=C(CSc1nc2c([nH]c3ccccc32)c(=O)n1-c1ccc(Cl)cc1)NCC1CCCO1 (centres undefined) | / | -16.6% | 12.8% | 2.0% | i | / | / | /
27 | COc1ccccc1CNc1ccc2nnc(CCNC(=O)c3ccc(C)cc3)n2n1 | 5.6% | 12.5% | 19.0% | 1.4% | -6.0% | -2.0% | -3.2% | -6.5%
28 | O=C(O)c1ccc(NCc2nc3ccccc3n2Cc2ccccc2)cc1 | 4.1% | 7.4% | ? | ? | -6.7% | 4.0% | 0.9% | -4.6%
29 | Cc1csc(NC(=O)CS(=O)(=O)Cc2ccccc2)n1 | 8.5% | 38.7% | -31.4%[inhibitor] | -9.2% | ? | -0.3% | -9.5% | 2.9%
30 | Cc1ccccc1-c1cnc(C(O)c2ccc(Cl)cc2)[nH]1 (centres undefined) | 9.4% | -27.2% | 8.4% | 2.5% | i | -12.5% | -5.7% | -8.4%
31 | O=C(NCC(=O)N(Cc1ccccc1)C(C(=O)NCC1CCCO1)c1ccccc1)c1cccs1 (centres undefined) | 3.8% | 40.3% | -16.9% | -1.0% | ? | 3.4% | 13.2% | 8.5%
32 | COCCN1C(=O)N[C@@H](c2cccc(F)c2)C(C(C)=O)=C1C | 1.9% | 1.4% | 16.8% | 1.4% | i | 4.3% | -14.3% | -9.7%
33 | Cc1cc(C)n(-c2ccc(C(=O)Nc3cccnc3Cl)cc2)n1 | 5.6% | -21.6% | ? | 11.4% | i | -2.5% | -27.1% | 7.1%
34 | Cc1cc(Cl)ccc1OC(C)C(=O)Nc1ccccc1N1CCOCC1 (centres undefined) | 5.7% | 33.2% | ? | 9.9% | -25.1% | 8.2% | -16.6% | -1.5%
35 | COc1ccc(/C=C(\C#N)C(=O)ONC2=NCCCCC2)cc1 | -1.6% | -28.8% | -92.5%[inhibitor] | -82.0%[inhibitor] | -1.6% | -2.6% | 7.6% | -15.2%
36 | Cn1c(=O)c2[nH]c(CSCc3ccccc3)nc2n(C)c1=O | 8.3% | / | 3.6% | -0.9% | -17.6% | 6.9% | 5.8% | 3.7%
37 | C[C@H](CO)N1C[C@H](C)[C@@H](CN(C)S(=O)(=O)c2cccs2)Oc2ccc(NC(=O)Nc3ccccc3)cc2C1=O | -3.8% | ? | 16.7% | 0.0% | -15.6% | -1.5% | 1.0% | 12.9%
38 | CC(=O)C1=C(C)OC2(O)c3ccccc3C(=O)C12O (centres undefined) | 20.8% | 1.7% | -1.1% | -5.9% | i | 3.6% | 79.4µM* | -24.5%
39 | CCn1cc(CN(C)C(=O)/C=C/c2ccc([N+](=O)[O-])cc2)c(C)n1 | -5.0% | / | 12.3% | -4.1% | i | 10.6% | 5.7% | 1.5%
40 | COc1ccc(OC)c(NC(=O)C2CCN(C(=O)c3cccs3)CC2)c1 | 5.6% | 12.4% | 2.0% | 10.2% | i | -8.5% | -15.2% | 0.6%
41 | Cc1cccc(C(=O)NNC(=O)c2ccc3ccccc3c2)c1 | 4.4% | 7.6% | 10.2% | 0.1% | -20.8% | 2.0% | -10.4% | 15.9%
42 | O=c1cc(CSc2nc3ccccc3c(=O)[nH]2)c2ccc(O)cc2o1 | 4.8% | 21.7% | 3.7% | -5.3% | -14.6% | -22.9% | 50.1µM* | -15.7%
43 | CN1CCN(c2ccccc2NC(=O)Cc2cn(C)c3ccccc23)CC1 | 1.8% | -15.4% | -2.1% | -3.2% | -21.7% | -18.8% | -21.2% | -8.3%
44 | COC(=O)c1ccc(NC(=S)NC(=O)c2c(Cl)cnn2C)cc1 | 0.8% | 25.2% | -7.0% | -5.6% | -16.9% | 1.3% | 29.0% | 3.1%
45 | N#Cc1nc(-c2ccco2)oc1N1CCN(Cc2ccccc2)CC1 | 12.2% | -1.3% | 0.0% | -1.9% | i | 13.5% | -20.8% | -4.7%
46 | CCCCCC(=O)Nc1cccc2ccccc12 | 6.9% | 2.3% | 28.5% | 5.4% | -15.4% | 16.0% | 12.5% | -7.7%
47 | O=C(NCC1CCCO1)c1ccc2c(=O)n(-c3ccccc3)c(=S)[nH]c2c1 (centres undefined) | 8.7% | 12.3% | 7.2% | -0.7% | -2.3% | -7.8% | 15.5% | 9.5%
48 | CCc1ccc(C(O)c2ncc(-c3ccccc3OC)[nH]2)cc1 (centres undefined) | 13.6% | 6.0% | 18.1% | 1.0% | -12.3% | -15.4% | -11.3% | -11.5%
49 | CCOc1cccc(CNc2ccc(O)cc2)c1OCc1ccccc1Cl | -14.5% | 14.9%&45.8% | -0.2%&-17.7% | -6.0% | -64.6%[inhibitor] | 15.0% | 28.2µM* | -7.9%
50 | COc1cc(OC)c2ccc(=O)oc2c1C(CC(=O)N1CCOCC1)c1ccc(N(C)C)cc1 (centres undefined) | 3.8% | -12.5% | 9.5% | 0.9% | -7.5% | -9.5% | 11.2% | 2.4%
